# Screening data: PubChem, Broad Institute
# ERAP1 HTS inh = ERAP1 (human) enzyme inhibition. recombinant ERAP1, Leu-AMC fluorescence, 60 min. Q9NZ08. AID 652197. inhibition, % at 10.7 µM. 0.15% of 340,000 active;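 active means mean replicate inhibition of at least 30%, or all replicates individually reaching that 30% level; inactive means mean below 30% and not every replicate reaching it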;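 further: 0% = neutral control wells and 100% = L-leucinethiol positive control wells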
# Xi reactivation = activators of X-chromosome reactivation in mouse fibroblasts; AID 743238; XiGFP mouse fibroblasts, % GFP-positive cells imaging, 3 d; cells co-treated with 5-aza-dC sensitizer; scaled so ellipticine positive control = 100%; 0.055% of 360,000 active; activation, % at 7.58 µM;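 active means mean normalized replicate activation at least 10% and every replicate at or above 10%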;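 further: 0% = median of on-plate neutral control wells and 100% = ellipticine 6 µM median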
#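 System: SV40-immortalized XiGFP fibroblast cells, line 68-5-11 / Incubation: 3-day compound exposure, then 15 min fixation at room temperature / Compound: single concentration per compound, delivered by pin transfer / Buffer or medium: DMEM plus 5-aza-dC sensitizer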
# F508del corr = correctors of CFTR F508del function in bronchial epithelial cells; CFBE cells, YFP halide quenching; stimulated with forskolin plus potentiator P3; % fluorescence drop versus neutral controls; activity (quench increase), % at 7.58 µM; 0.36% of 350,000 active;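 active means mean added fluorescence quench of at least 8% versus neutral control, with both replicates also reaching 8%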;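 further: cells transiently co-express mutant CFTR-F508del with the halide-sensitive YFP; corrector assay measuring rescue of mutant channel to the surface after 24 h compound exposure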
# ARNT-TACC3 inh = disruptors of human ARNT/TACC3 interaction; Q9Y6A5; 0.66% of 390,000 active; AlphaScreen His-ARNT PAS-B/GST-TACC3 binding, luminescence; TACC3 fragment carries E629A point mutation; inhibition, % at 9.99 µM;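 active means mean inhibition of replicates at least 50% and at least half of replicates each reaching 50%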;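 further: 0% = complete ARNT plus TACC3 wells and 100% = ARNT alone without TACC3; many hits fall short of the cut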
# RAD54 inh = blocks human RAD54 Holliday junction branch migration; FAM/BHQ fluorescence; inhibition, % at 10.4 µM; 0.14% of 360,000 active;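 active means mean normalized replicate activity at least 40 and at least half of replicates scoring 40 or more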;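 further: 0% = median of neutral control wells and 100% = median of positive control wells; inhibitors cause a drop in the FAM fluorescence signal; in these data hits start at about 50%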
# INS-1E GSIS act = GLuc luminescence reporter in INS-1E cells, primary screen for activators of glucose-dependent secretion of insulin; activation, % at 16.6 µM; AID 743287; 0.61% of 370,000 active; INS-1E GLuc reporter insulin secretion, 2-3 h;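 active means lowest replicate activation of at least 40%, so every replicate reaches that level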;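 further: 0% = median of neutral control wells and 100% = median of IBMX positive control wells; some compounds called inactive have numbers as strong as hits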
# RAD52 inh = blocks human RAD52 DNA annealing | P43351 | recombinant RAD52 DNA annealing, FRET fluorescence | inhibition, % at 18.7 µM | 0.46% of 360,000 active;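 active means every replicate showing at least 50% inhibition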
# Target sequence (P43351 whole entry, looked up): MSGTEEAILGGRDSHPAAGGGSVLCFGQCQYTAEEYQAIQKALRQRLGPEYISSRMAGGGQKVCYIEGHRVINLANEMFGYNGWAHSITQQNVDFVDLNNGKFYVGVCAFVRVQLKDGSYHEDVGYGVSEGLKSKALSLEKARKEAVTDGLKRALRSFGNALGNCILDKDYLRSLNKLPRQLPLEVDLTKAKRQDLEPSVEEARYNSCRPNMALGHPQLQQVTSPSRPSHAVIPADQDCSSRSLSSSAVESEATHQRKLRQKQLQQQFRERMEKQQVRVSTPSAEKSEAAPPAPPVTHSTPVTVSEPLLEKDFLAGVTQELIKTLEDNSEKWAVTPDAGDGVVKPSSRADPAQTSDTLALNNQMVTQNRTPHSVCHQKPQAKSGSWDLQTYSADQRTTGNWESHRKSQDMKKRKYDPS
# esBAF inh = inhibitors of esBAF chromatin remodeling in mouse ES cells; AID 602393; 2% of 350,000 active; Bmi1-luciferase knock-in reporter, 24 h; 100% = twice the neutral-well signal; reporter increase, % at 12.5 µM; in the data active means activation above about 40%;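 further: 0% = median of the plate's neutral control wells and 100% = double that signal; a rise in the Bmi1 reporter signal indicates esBAF inhibition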
# An asterisk follows results filed as active; / = no result given.
SMILES,ERAP1 HTS inh,Xi reactivation,F508del corr,ARNT-TACC3 inh,RAD54 inh,INS-1E GSIS act,RAD52 inh,esBAF inh
CC(C)(C)OC(=O)N1CC=C2C(C#N)=C(N)C(C#N)(C#N)[C@H](c3cccnc3)[C@H]2C1,/,/,/,2,-25,-18,/,-9
CCOc1ccc(NS(=O)(=O)c2c(C(=O)N3CCCCCC3)c(C)n(C)c2C)cc1,-2,0.1,1.8,8,-4,8,-10,-4
Cc1nc(NC(=O)COC(=O)C2=NNC(=O)CC2)c(Cl)cc1Cl,0,0.0,-0.3,-2,/,-7,-14,/
C[C@@H]1CN([C@@H](C)CO)C(=O)c2cc(NC(=O)Nc3cccc4ccccc34)ccc2O[C@@H](C)CCCCO[C@@H]1CN(C)S(=O)(=O)c1ccccc1,-5,0.0,4.7,-33,11,18,7,2
C[C@H]1CN([C@@H](C)CO)C(=O)c2cc(NC(=O)Nc3ccc4c(c3)OCO4)ccc2O[C@@H]1CN(C)S(=O)(=O)c1ccccc1,-4,-0.1,-0.5,-1,-3,5,-3,-3
Cc1c(C(=O)OCc2nc3ccsc3c(=O)[nH]2)oc2ccccc12,0,0.3,0.8,-1,-3,8,-10,3
COc1ccc(S(=O)(=O)Nc2ccc3c(c2)C(=O)N([C@@H](C)CO)C[C@H](C)[C@H](CN(C)C(=O)CCC(F)(F)F)OCCCC[C@@H](C)O3)cc1,2,0.1,0.3,-8,-9,-10,12,-2
CO[C@@H]1CN(C)C(=O)c2cc(NS(=O)(=O)c3cn(C)cn3)ccc2OC[C@@H](C)N(Cc2cccc(C(F)(F)F)c2)C[C@H]1C,-2,0.1,2.3,-4,-3,-5,0,1
COc1ccc(CNS(=O)(=O)CCNCc2ccco2)cc1,-2,-0.3,4.3,1,-5,-5,-8,3
CCC(C)(C)NC(=O)C(c1ccc(O)cc1)N(CCOC)C(=O)CCC(=O)Nc1nccs1 (configuration not stated),0,0.1,2.7,-3,-2,7,-4,2
O=C(COC(=O)CNC(=O)C1CCCCC1)Nc1ccc(Cl)cc1F,-2,-0.1,3.9,-3,/,3,-25,/
COCCn1c(=S)[nH]c2cc(C(=O)NCCc3ccccc3)ccc2c1=O,2,0.1,-1.5,0,-3,10,-11,9
O=C(NC1CCCCC1)c1cccc2c(-c3ccc(F)c(F)c3)coc12,-3,0.1,-3.2,/,3,-1,-10,-4
CCn1c(=O)c2cc(C(=O)NCCC(C)C)sc2c2ccccc21,2,0.0,-1.6,-1,-5,-15,0,-3
COC(=O)[C@H]1[C@H](CO)[C@H]2Cn3c(ccc(-c4ccccc4F)c3=O)[C@H]2N1CC1CCCC1,1,0.6,-0.6,-2,3,-13,-23,-3

# Continued; it opens with the three that closed the last part.
SMILES,ERAP1 HTS inh,Xi reactivation,F508del corr,ARNT-TACC3 inh,RAD54 inh,INS-1E GSIS act,RAD52 inh,esBAF inh
O=C(NC1CCCCC1)c1cccc2c(-c3ccc(F)c(F)c3)coc12,-3,0.1,-3.2,/,3,-1,-10,-4
CCn1c(=O)c2cc(C(=O)NCCC(C)C)sc2c2ccccc21,2,0.0,-1.6,-1,-5,-15,0,-3
COC(=O)[C@H]1[C@H](CO)[C@H]2Cn3c(ccc(-c4ccccc4F)c3=O)[C@H]2N1CC1CCCC1,1,0.6,-0.6,-2,3,-13,-23,-3
C[C@@H]1CN([C@H](C)CO)C(=O)c2cc(NC(=O)Nc3ccc(F)cc3)ccc2O[C@@H](C)CCCCO[C@H]1CN(C)C(=O)Nc1ccccc1,-5,0.3,2.3,-1,-11,-39,-6,4
CCN1CCN(c2nc3ccccc3nc2NS(=O)(=O)c2ccc(NC(C)=O)cc2)CC1,-3,0.0,-0.9,/,4,-7,3,7
CCCNC(=O)Nc1ccc2c(c1)C(=O)N(C)C[C@@H](OC)[C@H](C)CN(Cc1ccncc1)[C@@H](C)CO2,/,2.2,0.1,-11,-2,12,/,4
CCCc1nnc(SCC(=O)Nc2ccccc2F)o1,3,0.3,-1.1,1,3,18,-10,4
C[C@@H]1CCCCO[C@@H](CN(C)C(=O)c2ccncc2)[C@H](C)CN([C@H](C)CO)C(=O)c2cc(NC(=O)CCC(F)(F)F)ccc2O1,/,0.0,0.8,-4,2,-6,/,5
O=C(CCNC(=O)C1CCN(S(=O)(=O)c2ccccc2)CC1)NCc1cccc(Cl)c1,0,0.0,2.7,-2,-10,-9,-2,3
CCOc1ccccc1OCC(=O)Nc1nc2ccccc2[nH]1,2,0.2,1.7,2,/,12,-5,/
Cn1c2ccccc2c2nnc(NN)nc21,/,0.0,2.6,8,3,/,9,5
Cc1ccc(-c2ccc([C@H]3[C@H]4CN(C(=O)Cc5ccccn5)CC(=O)N4[C@H]3CO)cc2)cc1,-2,0.2,0.8,/,/,-7,-3,/
Cc1ccc(N2C(=O)c3cccc([N+](=O)[O-])c3C2=O)cc1C,0,-0.1,-1.4,-1,-3,16,-17,3
CCc1nc2ccc(C(=O)NCCCn3ccnc3)cn2c1N(CC)Cc1cccc(Br)c1,-1,0.0,0.6,/,-1,-18,3,2
COCc1ccc(C(=O)N2CCCC(Nc3ccc(C(C)C)cc3)C2)o1 (configuration not stated),-1,-0.1,1.1,8,-19,-19,-10,/
CCN1C(=O)C(=O)N(CC(=O)NC(C)CCc2ccccc2)C1=O (configuration not stated),2,0.0,-3.1,/,-7,4,-13,0
O=C1c2ccccc2CN1CCNC(=S)NC1CCCCC1,-3,0.0,-2.0,-3,4,-5,0,26
COC(=O)C1C(c2ccc(Br)cc2)Nc2nnc(C(F)(F)F)n2C1(C)O (configuration not stated),2,0.4,-0.1,/,-5,-32,-13,/
CNC[C@H]1Oc2ccc(NC(=O)Cc3cn(C)c4ccccc34)cc2C(=O)N([C@H](C)CO)C[C@H]1C,0,-1.1,1.2,1,-10,8,20,-5
CCOC(=O)c1oc2nc3c(cc2c1N)CCCC3,2,-0.1,-1.6,/,-13,-7,-3,32
COC(=O)C[C@H]1CC[C@@H]2[C@@H](COc3ccc(NC(=O)c4cscn4)cc3C(=O)N2C)O1,0,0.1,-0.9,5,4,-7,2,8
CCOC(=O)c1cnc2c(C(=O)OCC)cnn2c1N,/,0.0,-0.8,/,9,/,-15,29
Cc1c(C(c2cc(O)ccc2Cl)c2c(C)n(C)n(-c3ccccc3)c2=O)c(=O)n(-c2ccccc2)n1C,3,0.0,2.3,-2,-1,16,-5,-11
C[C@H]1CN([C@@H](C)CO)C(=O)Cc2cc(NS(=O)(=O)c3ccc(F)cc3)ccc2O[C@H]1CN(C)S(=O)(=O)c1ccc(F)cc1,-4,0.1,0.0,13,2,-5,-3,3
COc1ccc(S(=O)(=O)Nc2ccc3c(c2)C(=O)N([C@H](C)CO)C[C@@H](C)[C@H](CN(C)C(=O)NC(C)C)O3)cc1,/,-0.2,1.9,/,/,11,/,-6
Cc1csc2nc(CN3CCN(CC(=O)N(C)C)CC3)cc(=O)n12,4,0.1,-1.6,-4,3,9,-22,4
Cc1ccc(NC2CCCN(C(=O)c3ccccn3)C2)cc1C (configuration not stated),2,0.0,0.1,1,5,-8,-10,0
Cc1cccc(NC(=O)CCc2nnc3ccc(NCc4ccco4)nn23)n1,6,0.1,1.3,-4,-13,1,-19,1
C/C=C/c1ccc([C@H]2[C@@H](CO)N(C(=O)COC)[C@@H]2CNC(=O)C2CC2)cc1,-2,0.0,0.9,/,/,-2,-14,/
O=C(/C=C/c1ccc(OCCCF)cc1)Nc1ccnc(-c2ccncc2)n1,2,0.0,-4.9,-7,/,-9,-7,/
COCCNC(=O)CN(C(=O)CCC(=O)Nc1nccs1)c1ccc2c(c1)OCO2,-5,-0.1,-2.0,-2,4,21,-7,1
C[C@H]1CN([C@@H](C)CO)C(=O)c2cc(C#CC3CC3)cnc2O[C@@H]1CN(C)C(=O)c1ccccc1,0,-0.7,-3.4,-8,7,8,0,-6
COCC(C)n1c(SCC(=O)NC(=O)NCc2ccccc2)nc2ccccc2c1=O (configuration not stated),2,0.3,3.2,0,4,/,7,5
COC(=O)c1cc(OC)c(OC)cc1NC(=O)c1c(-c2ccccc2)noc1C,4,/,-0.3,-15,-11,7,5,-9
COc1ccc(C2=Nc3ccccc3NC(=O)C2N(CCCn2ccnc2)C(=O)c2cccc(S(C)(=O)=O)c2)cc1 (configuration not stated),-2,0.0,-0.4,/,-2,-6,-4,4
COc1ccc(CC(=O)OC(C)C(=O)Nc2ccc(Cl)cn2)cc1 (configuration not stated),0,0.0,1.0,0,0,-15,-14,5
CC1=CC(C)(C)NC(=S)N1c1ccc([N+](=O)[O-])cc1,-3,0.4,2.0,4,-5,/,-6,2
CC1CCCC(C)N1CCCNC(=O)c1cc2c(s1)-c1ccccc1OC2 (configuration not stated),32*,0.0,1.1,2,5,-3,9,-2
CC(Sc1ncn[nH]1)C(=O)c1c(N)n(C)c(=O)n(C)c1=O (configuration not stated),1,0.0,3.2,/,-2,28,-6,0
O=C(NNC(=O)C(c1ccccc1)c1ccccc1)c1cccs1,5,/,/,/,4,8,-10,/
O=C(CNc1ccccc1)NNC1=NCCC1,-2,0.2,1.1,4,/,-5,10,/
CN(Cc1ccc([N+](=O)[O-])cc1)c1ccccc1,4,0.2,2.4,-10,4,-19,-3,4
CCN(CC)CCCN1C=C2C(=O)C(C)(OC(=O)CCC(=O)OC)C(=O)C=C2C=C1C1CC1 (configuration not stated),3,-0.1,1.3,3,-5,3,23,6
COC(=O)[C@H](Cc1ccccc1)NC(=O)[C@@H]1C[C@H]1[C@@H](NC(=O)OCc1ccccc1)c1ccccc1,0,0.1,-3.2,1,6,15,-5,-7
CN(C)CC#Cc1ccc([C@H]2[C@H]3CN(C(=O)C4CC4)CCCCN3[C@H]2CO)cc1,0,/,-1.9,-5,-4,/,4,/
O=C(NCCc1nc2ccccc2[nH]1)C1CCC(=O)N(CCc2cccc(F)c2)C1 (configuration not stated),0,0.2,1.1,-6,4,4,-7,2
CO[C@H](CN(C)C(=O)c1cnccn1)[C@H](C)CN([C@@H](C)CO)S(=O)(=O)c1ccccc1,1,0.3,-0.8,-13,0,9,-5,-1
COc1ccccc1/C=C/C(=O)NNC(=O)c1cccs1,/,0.0,1.2,0,/,-9,-7,/
CC(C)(C)OC(=O)N1CCC[C@H]1C(=O)NCc1ccc(Cl)cc1Cl,0,0.2,-1.5,-6,/,20,-11,/
COc1ccc(CN=C2NC(=O)CC(C(=O)Nc3ccccc3C)S2)cc1 (configuration not stated),-1,0.3,/,/,/,-28,-6,/
COc1cc(OC)cc(C(=O)N2CCCC(c3nc(-c4ccc(C)o4)no3)C2)c1 (configuration not stated),4,0.2,0.4,4,-12,-3,-54,3
Cc1ccc(NC(=O)c2cccc(S(=O)(=O)Nc3c(C)n(C)n(-c4ccccc4)c3=O)c2)cc1C,0,0.0,-2.6,/,/,-10,-4,/
COc1ccc(N2CC(C(=O)OCC(=O)c3ccc(C)cc3)CC2=O)cc1 (configuration not stated),0,0.6,/,/,2,5,0,0
C[C@H](CO)N1C[C@H](C)[C@@H](CN(C)CC2CCCC2)Oc2ncc(Br)cc2C1=O,1,0.4,-0.4,-4,5,7,-4,-7
CCCNC(=O)C1(C)CCCN(C(=O)COCc2ccccc2)C1 (configuration not stated),1,0.0,-7.5,/,-11,/,3,-5

# ERAP1 HTS inh, what is marked active above
molecule | ERAP1 HTS inh | F508del corr | ARNT-TACC3 inh | INS-1E GSIS act | RAD52 inh | esBAF inh
CC1CCCC(C)N1CCCNC(=O)c1cc2c(s1)-c1ccccc1OC2 (configuration not stated) | 32* | 1.1 | 2 | -3 | 9 | -2

# The order is random; overall some 3.3% were active at least once.
